# ZTA counter: blocks Epstein-Barr virus ZTA, an EBNA-1 counter-screen; AID 2234; ZTA-DNA binding, fluorescence polarization; hit rate 0.15% among 320,000; inhibition, % at 11 µM; P03206; in the data active = inhibition above about 33%
# Target sequence (P03206 whole entry, looked up): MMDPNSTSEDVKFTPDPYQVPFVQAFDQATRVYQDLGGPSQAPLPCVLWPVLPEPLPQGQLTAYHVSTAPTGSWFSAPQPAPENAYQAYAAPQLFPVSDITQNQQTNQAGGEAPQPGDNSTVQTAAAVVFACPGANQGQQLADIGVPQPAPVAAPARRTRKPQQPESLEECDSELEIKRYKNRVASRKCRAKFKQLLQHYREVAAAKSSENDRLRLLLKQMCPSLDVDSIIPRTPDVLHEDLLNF
# core dimer inh: inhibitors of HCV core protein dimerization, primary screen, biochemical, TR-FRET, high-throughput; hit rate 0.33% among 300,000; TR-FRET GST/Flag-core106 dimerization, 1536-well; inhibition, % at 5 µM;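 active = inhibition above the mean of all tested compounds plus 3 SD, set per screening campaign, cut at about 45% in these data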
#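 Assay system: Tagged HCV core106 pair (GST and Flag) | Buffer or medium: KF-containing HEPES buffer, pH 7.45, DTT, CHAPS, BSA | Also added: Eu donor and XL665 acceptor anti-tag antibodies | Dosing: One concentration, 5 µM, in 0.5% DMSO | Timing: 4 h at 22.5 °C | Technique: TR-FRET 671 and 617 nm emission | Repeats: Singlicate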
# EBNA-1 inh: EBNA-1 DNA-binding inhibitors, primary screen, biochemical, fluorescence polarization; inhibition, % at 14.8 µM; AID 1950, 2009; hit rate 0.34% among 300,000; in the data active = inhibition above about 28%
# PP1 counter: PP1-alpha phosphatase inhibitors, primary screen, counter-screen for PP5 inhibitor project, biochemical, fluorescence, OMFP substrate, single point; purified PP1alpha; inhibition, % at 6.7 µM; hit rate 0.9% among 320,000;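 active = inhibition above the mean inhibition of all tested compounds plus 3 SD, computed separately for each screening campaign, cut at about 15% in these data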
# Target sequence (P62136 whole entry, looked up): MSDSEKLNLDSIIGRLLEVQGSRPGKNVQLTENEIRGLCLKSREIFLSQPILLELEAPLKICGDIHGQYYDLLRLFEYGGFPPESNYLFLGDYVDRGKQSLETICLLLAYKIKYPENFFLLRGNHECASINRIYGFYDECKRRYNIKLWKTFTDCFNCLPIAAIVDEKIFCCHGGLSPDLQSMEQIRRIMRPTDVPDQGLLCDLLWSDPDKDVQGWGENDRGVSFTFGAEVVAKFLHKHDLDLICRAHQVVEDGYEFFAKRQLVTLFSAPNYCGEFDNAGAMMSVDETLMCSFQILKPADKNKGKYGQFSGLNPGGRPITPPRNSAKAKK
# CTSL1 counter: Fasciola hepatica cathepsin L1 inhibitors, primary screen, counter-screen for PFM18AAP inhibitor project, biochemical, QFRET, fluorogenic peptide substrate; inhibition, % at 5.96 µM; hit rate 0.49% among 300,000; recombinant F. hepatica cathepsin L1, Z-Leu-Arg-MCA fluorescence;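 active = inhibition above the mean of all tested compounds plus 3 SD, set per screening campaign, cut at about 17% in these data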;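 also: 0% = plate median of test compound wells and 100% = 1 µM Z-Phe-Ala-diazomethylketone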
# PREPL inh: PREPL enzyme inhibitors, primary screen, biochemical, fluorescence polarization; Prolyl endopeptidase-like (Homo sapiens), Q4J6C6; recombinant PREPL, fluorescence polarization activity-based probe; inhibition, % at 5.96 µM; hit rate 0.68% among 320,000; in the data active = inhibition above about 43%;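 also: 0% = enzyme with DMSO and 100% = wells lacking enzyme; many of its hits are not listed in these tables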
# Efflux pump inh: inhibitors of Candida efflux pumps in yeast, primary screen, S. cerevisiae, Nile Red, multiplex. hit rate 0.44% among 330,000. AID 485275, 2010. inhibition, % at 10 µM. S. cerevisiae Candida pump triplex;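 active = plate passing quality check with inhibition over a set limit, or well fluorescence over plate mean plus 4 SD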;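 also: Nile Red retained in pooled yeast measured as flow cytometry median fluorescence; 0% = buffer negative control and 100% = Enniatin B positive control; higher means more Nile Red kept so more efflux inhibition; some compounds called inactive have numbers as strong as hits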
# TPT1 inhibitor: Candida albicans TPT1 enzyme inhibitors, primary screen, biochemical, fluorescence polarization; tRNA 2'-phosphotransferase TPT1 (Candida albicans SC5314); recombinant caTPT1, FP RNA substrate dephosphorylation; inhibition, % at 5 µM; hit rate 0.81% among 300,000; AID 1962, 2009;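 active = inhibition above the mean of all tested compounds plus 3 SD, set per screening campaign, cut at about 24% in these data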;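 also: plate controls were DMSO alone for no effect and ferristatin control at 100 nM for full effect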
# PP5 inh: PP5 phosphatase inhibitors, primary screen, biochemical, fluorescence. Serine/threonine-protein phosphatase 5 (Homo sapiens), P53041. inhibition, % at 6.7 µM. AID 1987, 2009. purified PP5c, OMFP substrate fluorescence. hit rate 0.18% among 320,000;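 active = inhibition above the campaign's mean inhibition across all tested compounds plus 3 SD, cut at about 9.5% in these data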;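 also: 0% = DMSO only and 100% = 100 µM cantharidin control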
# Target sequence (P53041 whole entry, looked up): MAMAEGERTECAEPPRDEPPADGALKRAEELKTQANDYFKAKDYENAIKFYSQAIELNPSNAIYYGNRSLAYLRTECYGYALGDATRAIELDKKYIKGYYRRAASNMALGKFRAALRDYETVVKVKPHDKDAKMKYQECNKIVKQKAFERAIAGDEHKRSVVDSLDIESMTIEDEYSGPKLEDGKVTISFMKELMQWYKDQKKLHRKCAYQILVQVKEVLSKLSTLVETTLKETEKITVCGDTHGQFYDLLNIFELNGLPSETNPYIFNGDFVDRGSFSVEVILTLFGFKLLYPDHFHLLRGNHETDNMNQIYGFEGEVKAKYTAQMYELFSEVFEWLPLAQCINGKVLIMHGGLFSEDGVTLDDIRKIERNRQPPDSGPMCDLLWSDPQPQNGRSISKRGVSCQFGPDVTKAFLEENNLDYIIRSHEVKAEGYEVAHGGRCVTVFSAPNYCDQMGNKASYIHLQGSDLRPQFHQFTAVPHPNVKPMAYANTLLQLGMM
# Starred values were filed as active, the others as inactive; . = not tested or not shown. Some of the compounds tested. The share of hits here may be higher or lower than overall.
canonical_smiles,ZTA counter,core dimer inh,EBNA-1 inh,PP1 counter,CTSL1 counter,PREPL inh,Efflux pump inh,TPT1 inhibitor,PP5 inh
CC1CCN(Cc2nc(-c3ccccc3)no2)CC1,6.1,3.0,-5.9,-3.6,0.8,15.6,0.2,-0.8,4.2
O=C(CCSc1nnc(-c2ccco2)o1)N1CCOCC1,-15.5,3.5,0.6,-1.7,5.5,14.5,-0.1,2.1,1.5
CCOC(=O)C(C)Sc1ncnc2c1c(-c1ccccc1)cn2-c1ccc(OC)cc1 (stereo not drawn),3.6,6.5,4.0,0.5,-0.4,-2.8,-0.1,3.1,1.0
Cc1ccc(C)c(Cn2nnc3c(=O)[nH]c(C4CCN(C(=O)c5ccco5)CC4)nc32)c1,-4.9,2.5,-9.5,-1.2,-0.5,-3.5,0.1,0.1,2.0
Cc1cc(Br)ccc1OCC(=O)NNC(=O)c1cnccn1,11.2,4.5,1.0,1.2,-15.9,-4.5,-0.2,-1.1,-0.2
Nc1nonc1C(=O)N/N=C/c1cc2c(cc1[N+](=O)[O-])OCO2,7.5,-6.7,-7.8,-1.3,2.4,-4.0,-0.1,-1.7,0.6
COc1ccccc1CNC(=O)CSc1nnc2ccc(-c3cccnc3)nn12,-18.2,-1.3,4.3,-1.6,-0.7,5.5,0.1,-0.6,-0.6
Cn1c(=O)n(C)c2cc([N+](=O)[O-])c(N3CCN(C(=O)c4ccccc4Br)CC3)cc21,-12.8,-8.6,-8.0,-0.5,-2.9,17.7,-0.4,-0.4,1.6
Cc1cc2ccccn2c1C(=O)c1cccc([N+](=O)[O-])c1,-5.1,-4.6,9.7,-0.4,-1.4,15.6,-0.1,-4.3,-0.1
CCCCN1C(=O)Cc2c1nc(N)c1c(N)nc(N(CCC)CCC)c(C#N)c21,-6.2,24.2,-5.8,16.2*,6.7,17.2,0.2,-8.2,15.1*
CCN(Cc1ccccc1)C(=O)c1cccc(S(=O)(=O)N2CCN(c3ccc(F)cc3)CC2)c1,-3.5,6.0,0.8,-0.6,-4.3,-81.8,0.1,-0.7,4.8
CC(C)(C)c1ccc(C2=CC(c3ccccc3)n3ncnc3N2)cc1 (stereo not drawn),-3.3,5.4,1.8,8.5,-1.6,3.4,0.3,-7.3,4.4
OCC[C@H]1C[C@@H](O)[C@H](O)[C@]2(CCCc3ccccc3O2)O1,1.4,4.4,6.9,-5.0,1.4,-9.2,-0.1,0.6,2.3
COc1ccc(CCN2C(=O)CSC2=S)cc1OC,7.8,7.1,1.8,-1.2,-1.4,-15.9,0.1,0.6,-0.8
COc1ccc(S(=O)(=O)N2CCN(CC(=O)Nc3sccc3C(N)=O)CC2)cc1OC,8.0,.,.,0.7,.,8.9,-0.1,.,-1.8
Cc1ccc(CCNC(=O)C2CCN(S(=O)(=O)c3ccc4c(c3)NC(=O)C(C)S4)CC2)cc1 (stereo not drawn),-1.7,6.4,-4.9,-3.4,0.6,14.4,0.1,-0.7,1.5
COc1ccc(-c2csc(-n3ncc(-c4cccs4)c3N)n2)cc1,2.9,6.3,0.4,-1.0,-0.7,4.9,0.1,1.2,0.7
Cc1ccc(C(=O)c2oc3nc(C)cc(C)c3c2N)cc1,14.6,-0.3,11.8,20.8*,-0.5,0.9,0.0,-4.2,2.9
O=C(CN1CCN(Cc2ccc(F)cc2Cl)C1=O)NCCCN1CCOCC1,-4.2,-4.4,7.0,-1.8,-2.8,-1.4,-0.2,0.4,-1.7
COc1ccc(N2CC(C)Cn3c2nc2c3c(=O)n(Cc3ccc(C)cc3)c(=O)n2C)c(OC)c1 (stereo not drawn),-2.9,8.8,-1.8,3.8,3.8,24.1,0.0,2.4,2.1
COc1ccc(/C=C2\SC(=S)N(CCC(=O)Nc3ccc(C(=O)O)cc3)C2=O)cc1,21.0,-1.8,15.0,0.9,5.6,4.8,-0.1,0.2,-1.2
COc1ccc(N2CCN(C(=O)COC(=O)c3ccco3)CC2)cc1,-4.2,-3.7,3.8,-8.2,-14.9,16.0,0.2,0.8,0.8
O=C(CCNC(=O)c1ccc(Br)cc1)NCCCc1ccccc1,-1.0,-1.6,-2.7,-4.1,1.2,-24.1,0.0,-1.2,-1.8
CC1(C)CC2CC(C)(CN2C(=O)COC(=O)c2cc(Cl)cc(Cl)c2N)C1 (stereo not drawn),6.6,5.8,10.3,1.6,2.2,-2.2,-0.6,-1.5,3.8
O=C(O)Cc1c[nH]c2ccc(O)cc12,-1.5,-1.8,1.6,0.1,1.6,8.8,0.1,0.2,2.5
COc1ccc(C(C)=O)cc1CSc1nnc(Nc2ccccc2)s1,5.5,10.4,3.2,0.2,1.6,-3.0,0.0,-0.9,0.2
O=C1CCC/C(=N\NC(=O)c2ccc(COc3ccccc3-c3ccccc3)cc2)C1,-2.0,9.4,1.2,1.2,2.8,-6.8,-0.1,3.6,3.4
COc1ccccc1NS(=O)(=O)c1ccc(C(=O)NCc2ccncc2)cc1,-6.4,.,.,-5.1,.,1.6,-0.2,.,-1.0
CCn1c(-c2ccc(C)cc2)nn(CC(=O)NCCc2ccccc2)c1=S,0.8,0.1,8.0,-0.4,2.4,4.3,0.6,1.8,-0.6
C/C(=N\Nc1ccc(Cl)cc1)c1ccncc1,14.4,4.9,8.4,-1.1,2.9,12.8,0.0,0.3,0.6
Cc1nn(Cc2c(F)c(F)c(F)c(F)c2F)c(C)c1NC(=O)c1ccc(COc2ccccc2Cl)o1,-9.0,7.5,9.1,3.2,1.1,11.7,0.5,1.2,3.3
COc1ccc2c(CCNC(=O)Nc3ccccc3)c[nH]c2c1,-16.3,-5.6,2.7,-1.6,4.1,19.6,-0.2,-3.9,1.0
O=S(=O)(NCCc1csc(-c2cccnc2)n1)c1cccc(F)c1,-10.4,5.1,1.0,-2.6,-1.2,-0.1,0.1,-0.4,1.4
COc1cc(NC(=O)CSc2ccc(-c3ccccn3)nn2)cc(OC)c1,5.5,-1.1,-2.7,-0.3,5.3,27.2,0.1,-1.1,0.5
CN1CCN(CC(=O)Nc2ccc(Cl)cc2Cl)CC1,2.3,7.2,2.4,-1.8,-3.5,-5.5,0.1,-2.9,1.6
CC(C)CC(=O)N/N=C/c1c(N)n(C)c(=O)n(C)c1=O,-6.5,2.0,-16.8,-2.8,-5.0,6.2,0.5,-2.7,2.1
Cc1c(Br)c([N+](=O)[O-])nn1CC(=O)NCc1cccnc1,-13.2,0.1,0.4,-1.2,-0.7,12.7,-0.1,-2.5,-1.4
COc1ccccc1Nc1nc(-c2sc(NC(=O)c3ccc([N+](=O)[O-])cc3)nc2C)cs1,13.4,33.5,0.8,5.1,-0.8,11.3,0.0,-0.8,1.0
Cc1cc(C)c2c(NC(=S)Nc3ccccc3)n[nH]c2n1,-14.3,-4.5,3.5,-0.3,-3.7,11.6,-0.2,-3.8,2.9
CCNc1nc(NC(C)C)nc(OCCOC(=O)Nc2ccccc2)n1,8.2,0.1,11.2,-3.0,2.6,1.4,-0.1,-1.3,-2.6
Cc1cc(C)nc(NC(=S)Nc2cccc(F)c2)c1,-2.0,6.2,-3.2,-6.1,-1.4,13.5,0.1,-1.4,5.6
CCOC(=O)c1ccc(NC(=O)CSc2nc3c(c(=O)n2CC)SC(C)C3)cc1 (stereo not drawn),4.9,4.5,8.1,0.1,1.4,4.6,0.0,-2.8,2.3
CCOC(=O)C1=C(C)NC(=O)NC1c1ccco1 (stereo not drawn),2.9,-1.7,-0.2,-1.7,-2.9,4.5,0.0,0.4,0.1
COc1cc(/C=C2/C(=O)NN(c3ccc(F)cc3)C2=O)cc([N+](=O)[O-])c1O,-4.0,-8.8,-12.7,2.5,7.3,19.7,-0.3,-1.7,1.1
CCOC(=O)C(=NCC1CCCO1)NNc1cc(Cl)ccc1Cl (stereo not drawn),-13.7,-6.1,-5.3,10.3,7.0,12.3,-0.3,-2.8,-2.9
Cc1nc(NC(C)c2ccccc2)sc1C(=O)Nc1ccccc1 (stereo not drawn),-9.9,-2.5,-1.3,-3.2,0.3,-2.0,-1.3,-0.5,3.5
COc1ccc2cc(C(c3nnnn3C3CCCC3)N3CCCCCC3)c3nnnn3c2c1 (stereo not drawn),13.3,5.9,7.2,-1.2,5.1,-3.7,0.0,-1.2,-1.9
CCOC(=O)Cc1csc(NC(=O)c2cnc3scc(C)n3c2=O)n1,-7.3,-2.1,-14.3,1.9,3.6,10.1,0.3,-2.1,2.0
COC(=O)C(NC(=O)CCc1nnc2ccc(N3CCC(C)CC3)nn12)C(C)C (stereo not drawn),7.0,2.1,5.1,30.6*,-2.2,-3.1,0.1,-2.2,1.2
CC(=O)NN1C(=O)c2ccc(Oc3cccc([N+](=O)[O-])c3)cc2C1=O,-7.0,0.7,5.0,0.3,-0.7,4.5,0.0,3.2,3.4

# The listing continues:
canonical_smiles,ZTA counter,core dimer inh,EBNA-1 inh,PP1 counter,CTSL1 counter,PREPL inh,Efflux pump inh,TPT1 inhibitor,PP5 inh
Cc1ccc(C)c(S(=O)(=O)N2CCN(C(=O)C3CCN(c4ncnc5sc(C)c(C)c45)CC3)CC2)c1,-2.2,13.0,-9.9,4.7,3.5,14.6,0.2,5.3,4.1
CCN=C1SC(C(=O)Nc2cccc(Cl)c2)CC(=O)N1CC (stereo not drawn),6.7,-0.8,-10.6,0.5,1.7,18.1,0.3,1.7,0.3
O=C(COc1ccc(Cl)cc1)Nc1nc(-c2cccs2)cs1,-18.7,2.6,0.6,3.1,3.6,-2.9,-0.1,-0.1,4.1
COc1ccc2nc(NS(=O)(=O)c3ccc(NC(C)=O)cc3)sc2c1,11.1,-11.2,0.5,-2.6,1.3,3.2,0.2,2.3,2.3
O=C(Nc1ccccc1)c1ccc2c(c1)OCCO2,13.1,-1.3,-0.7,-3.8,-1.8,-3.3,-0.1,0.9,0.9
Clc1ccc(C2=Nn3c(nnc3-c3cccnc3)SC2)s1,7.3,-3.2,-15.1,-0.6,-0.9,-12.7,0.4,3.8,-4.9
Cc1ccc(C(=O)Nc2nnc(CC(=O)N/N=C/c3ccc(O)c(O)c3)s2)cc1,-11.7,-16.5,-11.2,17.7*,9.4,30.1,0.4,1.8,-0.8
Cc1ccc(-c2nnc(SCC(=O)N/N=C/c3c(C)nn(-c4ccccc4)c3C)n2-c2ccc(C)cc2)cc1,12.9,34.2,6.1,1.3,0.9,3.6,-0.2,-1.5,3.4
Cc1ccc(C)c(Cn2c3ccccc3c3cnn(CC(=O)NCc4ccccn4)c(=O)c32)c1,9.9,5.7,-12.0,9.9,3.7,-8.0,0.1,4.4,0.6
Cc1ccc(OCc2nn3c(-c4ccco4)nnc3s2)cc1,-7.6,2.0,-22.7,1.6,1.8,9.9,0.1,-1.4,-0.9

# Some of these compounds in order of count of non-hydrogen atoms, largest number first:
canonical_smiles,ZTA counter,core dimer inh,EBNA-1 inh,PP1 counter,CTSL1 counter,PREPL inh,Efflux pump inh,TPT1 inhibitor,PP5 inh
CCN=C1SC(C(=O)Nc2cccc(Cl)c2)CC(=O)N1CC (stereo not drawn),6.7,-0.8,-10.6,0.5,1.7,18.1,0.3,1.7,0.3
Cc1cc2ccccn2c1C(=O)c1cccc([N+](=O)[O-])c1,-5.1,-4.6,9.7,-0.4,-1.4,15.6,-0.1,-4.3,-0.1
O=C(Nc1ccccc1)c1ccc2c(c1)OCCO2,13.1,-1.3,-0.7,-3.8,-1.8,-3.3,-0.1,0.9,0.9

# Source: PubChem
